GRK2 aptamer HTS: inhibitors of human GRK2 displacing RNA aptamer; inhibition of aptamer binding, % at 10 µM; hit rate 0.59% among 330,000; AID 488847; bead flow cytometry, FAM-aptamer displacement from GRK2; P25098;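 active = inhibition of aptamer binding above 40%, roughly 3 SD of noise, on plates passing a quality check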;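 also: median bead fluorescence of bound FAM aptamer so fluorescent compounds give negative values; no value below 0 was filed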
PP5 inh: PP5 (human) phosphatase inhibition; P53041; hit rate 0.18% among 320,000; inhibition, % at 6.7 µM; purified PP5c, OMFP substrate fluorescence;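 active = inhibition above the campaign's mean inhibition across all tested compounds plus 3 SD, cut at about 9.5% in these data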;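 also: 0% = DMSO only and 100% = 100 µM cantharidin control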
Target sequence (P53041 whole entry, looked up): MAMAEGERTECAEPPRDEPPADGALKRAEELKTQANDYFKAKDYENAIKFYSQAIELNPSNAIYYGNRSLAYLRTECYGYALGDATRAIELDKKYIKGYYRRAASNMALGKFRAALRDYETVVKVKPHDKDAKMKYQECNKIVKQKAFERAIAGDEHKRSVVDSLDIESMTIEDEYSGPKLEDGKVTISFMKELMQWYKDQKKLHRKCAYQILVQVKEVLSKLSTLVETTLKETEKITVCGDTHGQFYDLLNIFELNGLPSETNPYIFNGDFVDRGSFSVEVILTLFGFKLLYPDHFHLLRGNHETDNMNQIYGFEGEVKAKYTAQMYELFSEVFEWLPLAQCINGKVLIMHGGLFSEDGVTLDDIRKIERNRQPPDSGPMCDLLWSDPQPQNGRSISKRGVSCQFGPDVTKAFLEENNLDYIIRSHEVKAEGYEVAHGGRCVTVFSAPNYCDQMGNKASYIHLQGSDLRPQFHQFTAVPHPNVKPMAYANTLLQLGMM
PP1 inh: counter-screen for PP5 inhibitors: inhibitors of human PP1-alpha | purified PP1alpha, OMFP fluorescence | AID 2235 | inhibition, % at 6.7 µM | hit rate 0.9% among 320,000;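 active = inhibition above the mean inhibition of all tested compounds plus 3 SD, computed separately for each screening campaign, cut at about 15% in these data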
Target sequence (P62136 whole entry, looked up): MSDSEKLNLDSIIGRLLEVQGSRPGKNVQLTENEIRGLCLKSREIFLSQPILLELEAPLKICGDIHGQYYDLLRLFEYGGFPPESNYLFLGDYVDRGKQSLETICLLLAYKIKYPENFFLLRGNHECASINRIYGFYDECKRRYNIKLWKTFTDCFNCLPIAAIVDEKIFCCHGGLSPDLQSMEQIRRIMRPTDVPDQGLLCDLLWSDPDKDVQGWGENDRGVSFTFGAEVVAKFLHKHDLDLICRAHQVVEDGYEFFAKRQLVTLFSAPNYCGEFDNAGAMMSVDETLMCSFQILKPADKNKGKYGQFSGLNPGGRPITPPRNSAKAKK
procasp7 counter: counter-screen: procaspase-7 (human) activation; P55210; recombinant procaspase-7, Ac-DEVD-pNA absorbance 405 nm; D23A/D198A/D206A triple mutant, cannot self-cleave; scale: DMSO 0, 5 µM enzyme 100; activation, % at 8.5 µM; hit rate 0.093% among 330,000;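 active = percent activation above the screen-wide mean plus 3 SD, cut at about 25% in these data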
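buffer or medium = Zinc-free HEPES/NaCl buffer, pH 7.4 | material = Procaspase-7 triple mutant (PC-7 D3A) | input = 2 µM procaspase-7 mutant as dispensed | signal = Epi-absorbance of released pNA at 405 nm, two timepoints | timing = 1 h preincubation, 2 h reaction | replicates = singlicate compound testing | evaluation = % activation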
VLA-4 inh: inhibition in a human VLA-4 binding assay. P13612. VLA-4 expressing cells, ligand binding flow cytometry. inhibition, % (about 7 µM as worked out from the volumes in the protocol). hit rate 0.2% among 330,000; in the data active = inhibition above about 50%
JMJD2C inh: blocks human GASC-1 demethylase activity | GST-JMJD2C(1-420) H3K9me3 demethylation, DELFIA europium | inhibition, % at 2.35 µM | hit rate 0.069% among 330,000 | AID 2099;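 active = more than half of a compound's replicate wells show inhibition beyond 50%, single wells judged on their own value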;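 also: signal counts dimethyl H3K9 product captured on neutravidin plate; 0% = median of DMSO wells and 100% = 0.3 times that DMSO median; strong numbers were not always called active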
HCV core dimer: HCV core protein dimerization inhibition | TR-FRET GST/Flag-core106 dimerization, 1536-well | inhibition, % at 5 µM | hit rate 0.33% among 300,000;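 active = inhibition above the mean of all tested compounds plus 3 SD, set per screening campaign, cut at about 45% in these data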
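Assay system: GST-tagged and Flag-tagged HCV core protein residues 1-106 / Times: compound-protein-antibody incubation 4 h at 22.5 °C / Signal: time-resolved FRET, ex 340 nm, em 617 and 671 nm / Evaluation: % inhibition based on acceptor/donor emission ratio / Benchmarks: wells lacking GST-core106 and wells with excess unlabelled core106 / Repeats: singlicate, one well per compound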
procasp3 activ: procaspase-3 (human) activation. P42574. recombinant procaspase-3 D3A, Ac-DEVD-pNA absorbance 405 nm. activation, % at 8.5 µM. hit rate 0.11% among 330,000. AID 463141;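 active = activation above the mean of all tested compounds plus 3 SD, cut at about 21% in these data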;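 also: 0% = DMSO alone and 100% = DMSO wells spiked with extra 5 µM PC-3 D3A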
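Evaluation: percent activation relative to control range; Material: Procaspase-3 D3A mutant, all three cleavage aspartates alanine; Compound: single dose, 8.5 µM nominal compound, 0.8% DMSO; Replication: one well per compound; Signal: absorbance at 405 nm, 0 and 120 min; Schedule: 1 h preincubation plus 2 h reaction at 25 °C.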
CTSL1 counter: blocks F. hepatica cathepsin L1 in PFM18AAP counter-screen | hit rate 0.49% among 300,000 | recombinant F. hepatica cathepsin L1, Z-Leu-Arg-MCA fluorescence | inhibition, % at 5.96 µM;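 active = inhibition above the mean of all tested compounds plus 3 SD, set per screening campaign, cut at about 17% in these data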;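 also: 0% = plate median of test compound wells and 100% = 1 µM Z-Phe-Ala-diazomethylketone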
* hit, by the source's call; / = not tested or not shown.

Screens by letter – A = GRK2 aptamer HTS; B = PP5 inh; C = PP1 inh; D = procasp7 counter; E = VLA-4 inh; F = JMJD2C inh; G = HCV core dimer; H = procasp3 activ; I = CTSL1 counter
CC(Sc1nncn1C)C(=O)Nc1nnc(C(C)C)s1 (centres undefined)
  A: 4	B: 0.4	C: -3	D: 6	E: 20	F: 9	G: -7	H: 5	I: 2

Oc1ccccc1-c1cc(-c2ccccc2)no1
  A: 0	B: 2.1	C: 2	D: 1	E: -4	F: -13	G: -3	H: 1	I: 3

COc1ccc(S(=O)(=O)N(CC(=O)O)c2ccccn2)cc1
  A: 35	B: 0.2	C: -2	D: 2	E: 12	F: 3	G: -2	H: 1	I: 3

Oc1ccc(Br)cc1C=Nc1ccc2c3c(cccc13)CC2
  A: 21	B: -1.6	C: -1	D: -13	E: -7	F: 15	G: -21	H: -3	I: -1

CC(C)c1nnc(NC(=O)COc2ccc3c(c2)OCO3)s1
  A: 1	B: 0.8	C: -1	D: 1	E: 14	F: -11	G: 5	H: -3	I: -5

Cc1ccccc1CSCCC(=O)NCCC1=CCCCC1
  A: 1	B: 2.7	C: 5	D: -4	E: -3	F: 0	G: -6	H: 4	I: 1

COc1cc(S(=O)(=O)Nc2ccc(C)cc2)ccc1N=Cc1c(C)[nH]n(-c2ccccc2)c1=O
  A: 0	B: 0.2	C: -1	D: -18	E: 10	F: 16	G: -8	H: 3	I: -1

O=C(NC1CCOc2ccccc21)c1ccc(=O)[nH]c1 (centres undefined)
  A: 2	B: -0.1	C: 0	D: 0	E: 39	F: 26	G: 4	H: 4	I: 1

Cc1ccc(NC(=O)CSCC(=O)NCCc2ccccc2)c(C)c1
  A: 2	B: 2.1	C: -3	D: 1	E: 9	F: 14	G: /	H: 10	I: /

CN(C(=O)COC(=O)/C=C/c1ccc(S(=O)(=O)N2CCc3ccccc32)cc1)C1CCS(=O)(=O)C1 (centres undefined)
  A: 2	B: 0.8	C: -4	D: 6	E: 5	F: 1	G: 3	H: 7	I: 3

CCSc1sccc1C1C(C#N)=C(N)N(c2cccnc2)C2=C1C(=O)CCC2 (centres undefined)
  A: 3	B: 1.3	C: -2	D: 3	E: -10	F: 0	G: -3	H: -6	I: 10

O=C(NCc1ccccc1C(F)(F)F)C1CC(c2cccc(F)c2)=NO1 (centres undefined)
  A: 2	B: 2.8	C: -5	D: 5	E: -9	F: 33	G: 9	H: 1	I: -1

COC(=O)Cc1ccc(NC(=S)N2CCN(c3ccccn3)CC2)cc1
  A: 1	B: 1.0	C: 0	D: -5	E: 2	F: 10	G: -9	H: 5	I: -2

Cc1cc(C)n(-c2ccc(F)cc2)c(=O)c1C(=O)O
  A: 1	B: 0.8	C: -5	D: -1	E: 21	F: 181	G: 3	H: 3	I: 0

COc1ccc2c(C)cc3nncn3c2c1
  A: 0	B: 1.8	C: -2	D: 0	E: 5	F: -1	G: -3	H: 6	I: -2

COC(=O)c1cc(NC(=O)c2cc(-c3ccccc3Cl)oc2C(F)(F)F)ccc1N1CCOCC1
  A: 0	B: 0.6	C: 0	D: 1	E: -1	F: -1	G: 1	H: 5	I: -1

COC(=O)C1=C(COc2ccccc2)NC(=O)NC1c1ccc(Br)cc1 (centres undefined)
  A: 0	B: 4.5	C: 6	D: 3	E: 5	F: -10	G: -4	H: -7	I: -2

COc1cccc(CN(C)CC2CCCN(CCc3ccc(Cl)cc3)C2)c1OC (centres undefined)
  A: 0	B: 0.9	C: -4	D: 12	E: -4	F: 4	G: -5	H: -4	I: 2

CCOc1ccccc1N1CCN(C(=O)c2ccc(S(=O)(=O)Nc3ccccc3)cc2)CC1
  A: 0	B: 0.2	C: 2	D: 6	E: -26	F: 4	G: /	H: 6	I: /

O=C(O)C1CC=CCC1C(=O)Nc1ccccc1 (centres undefined)
  A: 37	B: 1.4	C: 3	D: 13	E: 4	F: -5	G: 9	H: 1	I: -2

CCOC(=O)N1CCN(Cc2nc3cc([N+](=O)[O-])ccc3n2C)CC1
  A: 2	B: 0.4	C: 1	D: 1	E: 5	F: -5	G: 2	H: 7	I: 3

S=C(Nc1ccc(Nc2ccccc2)cc1)Nc1ccccn1
  A: 3	B: 4.1	C: 4	D: -3	E: 6	F: -17	G: 2	H: -5	I: 2

Cc1cccc(NC(=O)c2cccc(S(=O)(=O)N3CCCCC3)c2)c1
  A: 0	B: 1.2	C: -1	D: -1	E: -9	F: 2	G: 10	H: -3	I: 4

COc1ccccc1/C=C/C=N/n1c(-c2ccc(Cl)cc2Cl)n[nH]c1=S
  A: 1	B: 0.2	C: 2	D: -9	E: 1	F: 18	G: 28	H: -15	I: 0

CCC(C)[C@H](NC(=O)C1CC(=O)N(c2ccc(OC)cc2)C1)C(=O)N1CCCCC1 (some centres undefined)
  A: 2	B: 0.5	C: -3	D: 4	E: 15	F: 19	G: -6	H: 2	I: -6

COc1ccc2c(c1)C(=O)N(c1ccccc1OC)C(=O)C2
  A: 0	B: 2.4	C: 0	D: -4	E: -29	F: 3	G: 15	H: 3	I: -1

O=C(COC(=O)c1ccc(S(=O)(=O)N2CCCC2)cc1)NCc1ccccc1
  A: 3	B: -0.8	C: -2	D: 4	E: 10	F: -2	G: -5	H: -2	I: 1

CC1CCCN(S(=O)(=O)c2ccc(S(=O)(=O)N3CCC4(CC3)OCCO4)cc2)C1 (centres undefined)
  A: 1	B: 0.6	C: 5	D: 6	E: 0	F: 1	G: -1	H: 0	I: 1

O=C1Nc2ccc(S(=O)(=O)N3CCCC3C(=O)O)c3cccc1c23 (centres undefined)
  A: 0	B: 3.7	C: -7	D: -1	E: 8	F: 16	G: 10	H: 3	I: -3

CCCN1C(=O)/C(=c2\sc3nc(=O)c(Cc4ccc(C)cc4)nn3c2=O)c2ccccc21
  A: 3	B: 0.9	C: 0	D: -5	E: 5	F: -9	G: 0	H: -13	I: 0

COCCn1c(=S)[nH]c2cc(C(=O)NCCc3ccc(OC)c(OC)c3)ccc2c1=O
  A: 8	B: 2.2	C: 1	D: -1	E: -7	F: 6	G: -4	H: -2	I: 1

Cc1cc(O)ccc1NC1=CC(=O)CC(C)(C)C1
  A: 0	B: 3.2	C: 3	D: -4	E: -13	F: 7	G: -14	H: -6	I: 0

COc1ccc(C(=O)Nc2cc(C)cc(C)c2)cc1S(=O)(=O)N1CCOCC1
  A: 1	B: -0.3	C: 4	D: 6	E: 12	F: -20	G: 0	H: 12	I: 0

OCc1cccc(Nc2ncnc3sc4c(c23)CCCCC4)c1
  A: 0	B: 4.2	C: 2	D: -1	E: -4	F: 2	G: 0	H: 4	I: -4

Cc1nc(Oc2ccc(Cl)cc2)c2oc3ccccc3c2n1
  A: 2	B: 2.6	C: -1	D: 11	E: 18	F: -2	G: 0	H: 10	I: -4

COc1ccc(NC(=O)COc2ccc(S(=O)(=O)N3CCOCC3)cc2C)cc1OC
  A: 0	B: -0.5	C: -5	D: -5	E: -10	F: 10	G: 3	H: 4	I: 0

COc1ccc(C(=O)Nc2cc(OC)nc(OC)n2)cc1
  A: 2	B: -1.8	C: -5	D: 8	E: 6	F: 4	G: 3	H: 3	I: 0

COc1ccc(Cn2c(=S)[nH]c3cc(C(=O)N4CCCCC4)ccc3c2=O)cc1
  A: 2	B: 2.6	C: 0	D: 1	E: -12	F: -14	G: -2	H: 2	I: 3

O=C(/C=C/c1cccc(Br)c1)OCC(=O)N1CCN(c2ccccc2)CC1
  A: 76*	B: 0.1	C: -1	D: -4	E: -14	F: /	G: /	H: 0	I: /

CC12CCC(C/C1=N\OC(=O)c1ccc(F)cc1)C2(C)C (centres undefined)
  A: 3	B: 3.7	C: 13	D: -15	E: 10	F: 10	G: 6	H: 3	I: 2

N#Cc1cccc(NC(=O)CCn2ccnc2)c1
  A: 0	B: 1.1	C: -4	D: 1	E: 5	F: 15	G: -3	H: -3	I: -3

CCOC(=O)c1cc(C#N)c(NCc2ccccc2)nc1C
  A: 0	B: 2.2	C: 4	D: 4	E: -1	F: 2	G: 2	H: 7	I: 4

COCCN(C(=O)CNC(=O)c1cccs1)C(C(=O)NC1CCCC1)c1cccs1 (centres undefined)
  A: 0	B: -0.4	C: -1	D: -6	E: 5	F: -19	G: -5	H: -8	I: -2

CSCCCNC(=S)Nc1ccc(N2CCOCC2)cc1N1CCOCC1
  A: 1	B: -4.2	C: -3	D: -1	E: 3	F: -1	G: -1	H: 7	I: -1

OCc1nc2ccccc2n1CCc1ccccc1
  A: 1	B: 0.8	C: 0	D: 9	E: 13	F: -9	G: -6	H: 1	I: -8

CC(C)C[C@H](NC(=O)c1nc[nH]c1C(=O)NC1CCN(C(=O)OC(C)(C)C)CC1)C(=O)OC(C)(C)C
  A: /	B: 7.0	C: 7	D: 5	E: /	F: -2	G: 10	H: -3	I: 5

Oc1cccc(/C=N/Nc2nn3cnnc3c3ccccc23)c1
  A: 3	B: 2.7	C: -4	D: -13	E: 0	F: 25	G: 0	H: -6	I: 1

CCOc1ccc(NC(=O)C2Cc3ccccc3CN2S(=O)(=O)CC)cc1 (centres undefined)
  A: 1	B: 2.7	C: 2	D: 7	E: 4	F: 8	G: 19	H: 0	I: 0

FC(F)(F)c1nc2ccccc2n2c(-c3ccc(Cl)cc3Cl)nnc12
  A: 2	B: 1.6	C: -4	D: -2	E: -14	F: 2	G: 4	H: 5	I: 4

CCCCC#Cc1cncc(C(=O)N/N=C/c2cccc(OC)c2)c1
  A: 4	B: 1.4	C: -2	D: 4	E: 6	F: 6	G: -1	H: 2	I: -2

Source: PubChem BioAssay
